ABHD4 inh: ABHD4 inhibitors, primary screen, biochemical, fluorescence polarization, mouse | (Lyso)-N-acylphosphatidylethanolamine lipase (Mus musculus), Q8VD66 | purified mABHD4, FP-Rh probe fluorescence polarization | inhibition, % at 8.92 µM | 0.54% of 370,000 active | AID 720543, 2013;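 active means inhibition exceeding the mean over every tested compound plus 3 SD, cut at about 30% in these data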;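 further: 0% = plate median of compound wells and 100% = S159A mutant with DMSO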
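Assay system: mABHD4 protein; medium: HEPES pH 7.0, NaCl, Pluronic buffer; dosing: 8.92 µM, single dose; schedule: 45 min + 60 min at 25 °C; signal: FP readout, ex 525 nm / em 598 nm; read-out: normalized percent inhibition of probe labeling; repeats: single replicate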
PG9 binder: binders of HIV-1 gp120 antibody PG9, primary screen, biochemical, TR-FRET; TR-FRET gp120-PG9 antibody binding; 0.43% of 360,000 active; inhibition, % at 6.7 µM; HIV-1 gp120 / PG9 antibody interaction; in the data active means inhibition above about 8.5%
SIAE inh: human SIAE inhibitors, primary screen, biochemical, fluorescence polarization, FP-Rh probe, 1536-well HTS | SIAE FP-Rh probe binding | inhibition, % at 9.66 µM | 0.69% of 370,000 active | AID 1053197, 2014 | Sialate O-acetylesterase (Homo sapiens), Q9HAT2;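 active means inhibition above a cutoff: mean of compounds within the control limits plus 3 SD of those, cut at about 17% in these data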;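 further: 0% = plate median of compound wells and 100% = probe without SIAE protein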
Target sequence (Q9HAT2 whole entry, looked up): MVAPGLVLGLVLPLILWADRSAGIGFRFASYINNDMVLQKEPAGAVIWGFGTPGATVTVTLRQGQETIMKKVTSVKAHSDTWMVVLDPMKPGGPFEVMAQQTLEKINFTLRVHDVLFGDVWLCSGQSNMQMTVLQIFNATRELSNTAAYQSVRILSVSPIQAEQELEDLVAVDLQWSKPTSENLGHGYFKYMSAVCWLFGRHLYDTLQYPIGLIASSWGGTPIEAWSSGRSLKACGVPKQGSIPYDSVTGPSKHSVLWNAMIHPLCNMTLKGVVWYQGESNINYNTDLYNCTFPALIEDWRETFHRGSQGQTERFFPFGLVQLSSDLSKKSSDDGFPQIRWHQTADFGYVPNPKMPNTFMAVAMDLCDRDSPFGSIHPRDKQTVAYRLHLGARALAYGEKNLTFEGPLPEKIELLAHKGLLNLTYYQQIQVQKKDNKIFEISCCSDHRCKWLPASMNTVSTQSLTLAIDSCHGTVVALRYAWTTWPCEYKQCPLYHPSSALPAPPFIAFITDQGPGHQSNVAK
TDP2 absorb: human TDP2 enzyme inhibitors, primary screen, biochemical, epi absorbance, recombinant enzyme; T5PNP hydrolysis, p-nitrophenol absorbance 415 nm; inhibition, % at 12.8 µM; 0.34% of 370,000 active; AID 720702, 2013;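 active means inhibition above the mean of all tested compounds plus 3 SD, set per campaign, cut at about 25% in these data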;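 further: 0% = DMSO with enzyme and 100% = buffer with substrate but no TDP2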
Target sequence (O95551 whole entry, looked up): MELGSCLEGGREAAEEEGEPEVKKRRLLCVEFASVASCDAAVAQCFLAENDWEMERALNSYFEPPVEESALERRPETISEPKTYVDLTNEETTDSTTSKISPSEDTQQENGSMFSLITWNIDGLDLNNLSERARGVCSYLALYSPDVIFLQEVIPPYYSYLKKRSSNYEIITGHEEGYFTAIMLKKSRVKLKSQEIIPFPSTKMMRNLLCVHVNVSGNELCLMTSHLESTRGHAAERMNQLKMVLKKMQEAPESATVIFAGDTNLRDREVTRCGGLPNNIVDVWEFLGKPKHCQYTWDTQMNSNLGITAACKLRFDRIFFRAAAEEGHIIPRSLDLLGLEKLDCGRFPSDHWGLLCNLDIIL
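Test system: Human TDP2 enzyme | Reagent: 5 mM T5PNP | Compound dosing: 12.8 µM single point, 1% DMSO | Incubation: Enzyme reaction with compound for 2 h at 37 °C | Technique: p-Nitrophenol epi absorbance | Read-out: % inhibition relative to enzyme-containing and enzyme-free wells | Benchmarks: High control without enzyme, low control DMSO plus TDP2 | Replicates: Singlicate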
PRMT1 inh: PRMT1 methyltransferase inhibitors, primary screen, biochemical, fluorescence polarization | Protein arginine N-methyltransferase 1 (Homo sapiens), Q99873 | AID 652257, 2013 | 1.3% of 370,000 active | recombinant PRMT1, activity-based probe fluorescence polarization | inhibition, % at 2.79 µM;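 active means inhibition above about 21% made by adding two undisclosed values, limit read from the data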
rCAG RNA binder: binders of r(CAG) RNA repeats, primary screen, biochemical, fluorescence; 1.3% of 370,000 active; inhibition, % at 3 µM; r(CAG) RNA repeat, TO-PRO-1 dye displacement fluorescence; AID 651821, 2012;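 active means inhibition above the plate cutoff, the mean of all test compounds on that plate plus 3 SD, cut at about 35% in these data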;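 further: 0% = DMSO alone and 100% = 100 µM mitoxantrone as full dye displacement; higher means more dye released from RNA so lower well fluorescence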
LEDGF integ inh: blockers of LEDGF/p75-dependent integrase strand transfer – biochemical, TR-FRET, high throughput, primary screen. HIV-1 integrase (with human LEDGF/p75). TR-FRET IN-LEDGF/p75 DNA integration, Eu/Cy5. inhibition, % at 3.7 µM. 0.64% of 370,000 active;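 active means inhibition above the screen-wide mean plus 3 SD, cut at about 13% in these data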;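 further: signal is the Cy5 over europium emission ratio at 671 and 618 nm; 0% = plate median of compound wells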
NR1D1 modulator: modulators of Rev-erb alpha DNA binding, primary screen, biochemical, FITC-DNA, fluorescence polarization, uHTS. AID 1259318, 2017. Rev-erbα–FITC-DNA binding, 90 min. activity, % at 10 µM. 0.79% of 370,000 active. Nuclear receptor subfamily 1 group D member 1 (Homo sapiens), P20393;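 active means activity above about 14%, limit read from the data; passing the limit was not always enough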;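 further: 0% = DMSO wells with 35 nM protein and 100% = DMSO wells with 750 nM protein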
HTRA1 inhibitor: HTRA1 serine protease inhibitors, primary screen, biochemical, fluorescence polarization, HTS; 0.5% of 340,000 active; Q92743; recombinant HTRA1, FP-rhodamine activity-based probe; AID 504803, 2011; inhibition, % at 5.96 µM; in the data active means inhibition above about 36%;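 further: 0% = enzyme with DMSO and 100% = wells lacking enzyme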
TCR CD3 inh: inhibitors of human TCR-CD3 interaction, primary screen, biochemical, fluorescence, TAMRA-labeled TCR probe. inhibition, % at 9.4 µM. AID 651800, 2012. T-cell receptor (TCR). 0.37% of 360,000 active; in the data active means inhibition above about 19%;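 further: recombinant mutant TCR 2C K166C tagged with TAMRA read by polarization; 0% = receptor in buffer alone and 100% = receptor with positive control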
An asterisk follows results filed as active; x = not tested or not shown. The list is partial. The share of hits here may be higher or lower than overall.

SMILES	ABHD4 inh	PG9 binder	SIAE inh	TDP2 absorb	PRMT1 inh	rCAG RNA binder	LEDGF integ inh	NR1D1 modulator	HTRA1 inhibitor	TCR CD3 inh
CCCCSc1nc2ccccc2[nH]1	-3	-2.2	-1	0	1	-3	9	-4	-3	2
COc1ccc(CN2C[C@@H](CO)O[C@@H](n3cnc4c(NCCCO)ncnc43)C2)cc1	-3	2.2	-4	10	1	1	-8	1	x	2
COc1ccccc1CC1S/C(=N/N=C/c2ccco2)NC1=O (stereo not given)	7	-0.4	-2	-5	1	-1	-1	1	6	-6
Cc1ccc(NC(=S)c2ccncc2)cc1	-7	-1.4	-9	-19	6	-1	-9	1	6	-1
CSc1nc2sc3c(c2c(=S)[nH]1)CC(C)(C)OC3	1	12*	-1	2	12	5	-2	-2	-8	-3
Cc1cc(C)nc(NS(=O)(=O)c2ccc(NC(=O)NC3CCCCC3)cc2)n1	-3	2.0	-1	6	-1	6	0	0	-1	1
Cc1ccccc1CN1C(=O)CS/C1=N/N=C/c1ccco1	-9	-1.2	-4	-2	9	5	-4	1	-7	-6
O=C(Nc1ccc(NC(=O)c2ccccc2)nc1)c1ccncc1	1	-0.2	-5	4	3	1	-3	4	1	-4
Cc1cc(F)ccc1S(=O)(=O)N1CCCOC1CNC(=O)C(=O)NCCC1=CCCCC1 (stereo not given)	8	-2.4	-1	6	-1	-1	-1	0	-3	3
COc1ccc([N+](=O)[O-])cc1NC(=O)C(C)N(C)Cc1ccc(Br)cc1 (stereo not given)	0	-0.5	8	7	-2	5	-1	0	2	-4
O=C(NCc1cccnc1)c1cccc(NS(=O)(=O)c2ccc(Br)cc2)c1	-24	3.6	-11	3	6	10	5	3	5	-6
O=C(Nc1ccc2oc(=O)ccc2c1)c1ccc(-c2ccc(Cl)cc2)o1	-4	-0.1	6	2	-3	6	3	-4	-3	6

Brought forward from above: 4 compounds; new compounds follow.
SMILES	ABHD4 inh	PG9 binder	SIAE inh	TDP2 absorb	PRMT1 inh	rCAG RNA binder	LEDGF integ inh	NR1D1 modulator	HTRA1 inhibitor	TCR CD3 inh
Cc1cc(F)ccc1S(=O)(=O)N1CCCOC1CNC(=O)C(=O)NCCC1=CCCCC1 (stereo not given)	8	-2.4	-1	6	-1	-1	-1	0	-3	3
COc1ccc([N+](=O)[O-])cc1NC(=O)C(C)N(C)Cc1ccc(Br)cc1 (stereo not given)	0	-0.5	8	7	-2	5	-1	0	2	-4
O=C(NCc1cccnc1)c1cccc(NS(=O)(=O)c2ccc(Br)cc2)c1	-24	3.6	-11	3	6	10	5	3	5	-6
O=C(Nc1ccc2oc(=O)ccc2c1)c1ccc(-c2ccc(Cl)cc2)o1	-4	-0.1	6	2	-3	6	3	-4	-3	6
N#Cc1cc(NCC2CCCO2)c([N+](=O)[O-])cc1C#N (stereo not given)	0	0.0	-2	6	-4	-1	-2	3	-1	-2
Cc1ccc(S(=O)(=O)c2cn(CC(=O)Nc3ccccc3)c3ccc(F)cc3c2=O)cc1	-4	14*	-13	4	-3	10	1	-8	-3	0
COc1cc(C)ccc1NC(=O)Cc1csc(NC(=O)Nc2ccccc2OC)n1	-7	-1.3	-16	8	0	4	1	0	-32	1
CCCCCCc1cc2cc(-c3nnc(-c4ccccc4O)o3)c(=O)oc2cc1O	8	-3.3	-7	-8	-7	-2	2	-20	10	9
COc1ccccc1C(=O)NNC(=S)Nc1ccccc1	3	-2.5	-1	-4	-2	-2	3	-3	2	-2
Cc1ccc(-c2csc3nc(C(C)C)oc(=O)c23)c(C)c1	-16	-2.5	3	-3	6	2	6	-4	4	-12
CCCOC(=O)c1ccc(NC(=O)COC)cc1	-3	0.7	-3	-11	1	-2	-3	3	-3	7
COC(=O)c1c(N2C(=O)CC(Sc3ccccc3C(=O)O)C2=O)sc(C)c1C (stereo not given)	11	0.2	-5	-3	64*	12	-2	4	-2	-7
Cc1ccc(C(=O)COC(=O)c2ccc(O)cc2)cc1	-2	1.7	-4	0	-2	-1	-2	0	-6	6
O=C(CCC1CCCN(C(=O)c2ccc3cc[nH]c3c2)C1)NCc1ccc(F)c(F)c1 (stereo not given)	4	-0.3	-2	6	-2	-5	-2	2	-4	5
O=c1[nH]c2ccc(Cl)cc2c(-c2ccccc2)c1[N+](=O)[O-]	-15	0.4	-2	1	5	13	2	6	-41	-2
O=[N+]([O-])c1c(NCc2ccco2)ccc2nonc12	2	-3.0	-1	9	-2	0	1	-1	x	-5
COCCCN1C(=O)C(=O)/C(=C(/O)c2ccc(S(=O)(=O)N3CCOCC3)cc2)C1c1ccc(C)cc1 (stereo not given)	-4	0.0	-2	-1	6	4	-2	8	5	-2
Cc1ccc(C)c(OCC(=O)Nc2ccccc2C(=O)NC2CC2)c1	2	-0.7	2	1	2	-4	-6	-5	8	-3
CCN1CCN(c2ncnc3sc4c(c23)CCC(C)C4)CC1 (stereo not given)	6	-0.3	-8	-4	5	-6	-7	-5	3	-3
COc1ccc(CC(=O)Nc2ccccc2N2CCCC2)cc1	0	-0.8	-2	2	-3	-1	5	0	2	-4
COc1ccc(N(CC(=O)NN=C2CCCCCCC2)S(=O)(=O)c2ccccc2)cc1Cl	-16	0.1	-2	-5	1	7	1	4	-24	6
CCOC(=O)C1CCN(S(=O)(=O)c2ccc(OC)c(C(=O)N3CCCCC3)c2)CC1	6	-2.5	16	18	0	-3	-1	3	4	3
Cc1cc(=O)[nH]c(/N=C(\N)Nc2ccc3c(c2)OCCO3)n1	-4	-1.4	0	-9	0	-2	2	-3	2	10
NS(=O)(=O)c1ccc(NC(=O)CNC(=O)c2ccc3c(c2)OCO3)cc1	-6	-0.6	-2	-17	-5	2	4	-4	0	-1
COc1cccc(/C=C/C(=O)NCCc2ccc(OC)c(OC)c2)c1	-10	0.7	-10	-12	3	-6	1	4	-9	1
CC(=O)Nc1cc(-c2ccc(F)cc2)cn2c(-c3ccc(F)cc3)cnc12	-5	0.6	-6	-19	-4	8	7	3	x	-2
CCc1ccc(C(=O)NCC2(c3ccccc3)CCOCC2)o1	-1	-2.2	1	1	-3	2	1	-2	-3	5
CC(C)c1ccc(NC(=O)NN2CCOCC2)cc1	8	-0.1	-3	2	2	-7	-3	-4	-7	-7
COc1ccc(NC(=O)CCOc2ccc(C)cc2)c(OC)c1	0	-2.5	1	15	-2	-6	0	0	4	-9
COc1ccc(CCN2C(=O)CC(Nc3ccc(N4CCOCC4)cc3)C2=O)cc1OC (stereo not given)	21	-3.9	3	11	8	2	0	0	24	-11
Cc1ccc(OCCC(=O)Nc2ccc3c(c2)OCO3)cc1	-2	2.8	10	-2	1	0	-2	-3	5	-1
CCOC(=O)CN1C(=O)S/C(=C/c2ccco2)C1=O	14	-2.1	-2	-3	6	2	-1	-4	-4	6
CC(C)(C)n1nc2c(c1NC(=O)c1ccc(S(=O)(=O)N3CCCC3)cc1)CSC2	-9	2.1	-27	-10	3	26	4	-1	-26	6
O=C(Cn1nc(-c2ccccc2)c2ccccc21)Oc1ccccc1	-22	x	-4	-18	3	x	3	6	x	x
COc1cc(OC)cc(-c2c(-c3ccc(F)cc3)c3cc(-c4ccc5c(c4)OCCO5)ccc3n2C)c1	5	5.9	2	10	0	6	7	3	-3	-2
O=[N+]([O-])c1ccc2c(c1)ncn2CCc1ccccc1	1	-1.4	5	6	0	-1	-2	-4	-2	-3
CCOC(=O)C1=C(O)C(=O)N(C2CCCCC2)C1	-6	0.7	2	-8	-1	-2	0	2	5	-10
Cn1c(=O)[nH]c(=O)c2c1nc(N1CCN(CCO)CC1)n2Cc1ccccc1Cl	7	1.1	2	2	7	2	-3	-3	2	2
CCCCn1c(CNC(=O)Cc2ccccc2)nc2ccccc21	-6	-0.8	3	-5	-3	0	2	-5	-6	-8
COc1cccc(CN2CCN(C(=O)c3cccc(OC)c3)CC2)c1	1	-0.2	4	13	2	-9	0	3	9	-4

Entries above marked active in PG9 binder.
| structure | PG9 binder | SIAE inh | TDP2 absorb | PRMT1 inh | LEDGF integ inh | NR1D1 modulator | HTRA1 inhibitor | TCR CD3 inh |
| --- | --- | --- | --- | --- | --- | --- | --- | --- |
| CSc1nc2sc3c(c2c(=S)[nH]1)CC(C)(C)OC3 | 12* | -1 | 2 | 12 | -2 | -2 | -8 | -3 |
| Cc1ccc(S(=O)(=O)c2cn(CC(=O)Nc3ccccc3)c3ccc(F)cc3c2=O)cc1 | 14* | -13 | 4 | -3 | 1 | -8 | -3 | 0 |

As entered above:
SIAE inh, `CC(C)(C)n1nc2c(c1NC(=O)c1ccc(S(=O)(=O)N3CCCC3)cc1)CSC2` is entered as -27
SIAE inh, `CCOC(=O)C1=C(O)C(=O)N(C2CCCCC2)C1` is entered as 2

(further entries)
SMILES	ABHD4 inh	PG9 binder	SIAE inh	TDP2 absorb	PRMT1 inh	rCAG RNA binder	LEDGF integ inh	NR1D1 modulator	HTRA1 inhibitor	TCR CD3 inh
CCCOc1ccc(C(=O)Nc2ccc(Cl)cn2)cc1	-6	-1.1	1	-11	-4	-3	0	4	-14	5
CC(C)CN1CCNC(=O)C1CC(=O)NCCc1ccc(C(F)(F)F)cc1 (stereo not given)	-8	0.4	-1	-16	4	-7	-6	-5	-8	-3
c1ccc(Cn2nnnc2C(c2cccnc2)N2CCN(C3CCCCC3)CC2)cc1 (stereo not given)	6	1.3	-3	-5	1	-7	-3	-4	-1	-7
Cc1cc(SCC(=O)Nc2c(C)n(C)n(-c3ccccc3)c2=O)nc2ccccc12	-3	0.4	-1	-4	5	-7	1	3	1	-2
